Compound activity from PubChem.
DT40 TDP1 CPT: growth inhibition of DT40 Tdp1-/-;hTDP1 cells with camptothecin (screen for TDP1 inhibitors); chicken DT40 Tdp1-/-;hTDP1 cells + 20 nM CPT, ATP luminescence, 48 h; Potency, µM (doses to about 46.2 µM), for inactives: at the top dose activity change, negative = growth inhibition, actives largely listed as inhibitors; hit rate 12% among 420,000; also: nearly all actives have a fitted effect of over 55% in size
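Chicken DT40 Tdp1-/- cells stably complemented with human TDP1 were seeded at 400 cells/well in medium containing 20 nM camptothecin, exposed to pin-transferred compounds, and grown at 37 °C for at least 48 hr. Viability was read as ATP luminescence.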
TDP1 inh: inhibitors of human tyrosyl-DNA phosphodiesterase TDP1 | Q9NUW8 | recombinant TDP1, AlphaScreen DNA substrate cleavage | Potency, µM (doses to about 130 µM), inactives show at the top dose activity change, negative = inhibition, usual class: inhibitors | hit rate 0.28% among 350,000 | AID 485290; also: nearly all actives have a fitted effect of over 40% in size
Target sequence (Q9NUW8 whole entry, looked up): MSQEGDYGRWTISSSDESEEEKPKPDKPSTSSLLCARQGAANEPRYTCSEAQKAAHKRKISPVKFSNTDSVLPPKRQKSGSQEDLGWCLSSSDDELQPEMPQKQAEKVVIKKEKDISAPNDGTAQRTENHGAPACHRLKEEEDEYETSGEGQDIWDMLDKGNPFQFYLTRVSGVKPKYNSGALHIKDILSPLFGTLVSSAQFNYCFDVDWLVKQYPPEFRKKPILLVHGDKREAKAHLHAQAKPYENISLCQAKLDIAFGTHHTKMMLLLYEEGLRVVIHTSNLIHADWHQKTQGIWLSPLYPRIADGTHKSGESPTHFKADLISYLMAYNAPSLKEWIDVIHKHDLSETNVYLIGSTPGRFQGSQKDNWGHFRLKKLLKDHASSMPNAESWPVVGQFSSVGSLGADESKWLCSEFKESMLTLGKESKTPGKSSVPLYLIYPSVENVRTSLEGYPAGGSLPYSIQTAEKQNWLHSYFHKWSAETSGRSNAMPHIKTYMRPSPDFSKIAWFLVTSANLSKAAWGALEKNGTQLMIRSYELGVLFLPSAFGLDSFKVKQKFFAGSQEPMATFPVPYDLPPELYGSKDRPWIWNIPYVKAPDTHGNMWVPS
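Tdp1 1 nM final; 15 min RT w/ cpd; substrate 15 nM, 5 min; beads 10 ug/ml, 10 min; AlphaScreen read. Neg ctrl: no enzyme.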
DT40 TDP1 no CPT: qHTS for Inhibitors of human tyrosyl-DNA phosphodiesterase 1 (TDP1): qHTS in cells in absence of CPT; DT40 Tdp1-/- hTDP1 cells, no CPT, ATP luminescence, 48 h; Potency, µM (top dose mostly 46.2 µM), for inactives: top-dose activity change, negative = growth inhibition, most hits filed as inhibitors; hit rate 15% among 420,000; also: nearly all actives have a fitted effect of over 55% in size
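Camptothecin absent (DMSO only). Human TDP1-complemented DT40 knockout cells, 400 cells/well, 37 °C for minimum 48 hr; ATP measured via CellTiter-Glo, 30 min dark incubation, luminescence.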
The depositor's hits bear a star; ? = inconclusive; nt = not tested or not shown; [ ] = another dose, or the depositor's remark. Calls follow the shape of the dose curve; as a rule, active = well fitted curve in the direction sought with a large enough effect; inconclusive = small, poorly fitted or top-dose-only effect, or another doubt; inactive = no such curve, though single readings can be large; an effect the other way counts as inactive or inconclusive. % is scaled to controls: 0 for no effect and ±100 for the full control effect; potency is read from the fitted curve at half-maximal effect.

SMILES,DT40 TDP1 CPT,TDP1 inh,DT40 TDP1 no CPT
COc1cccc(C2=NOC(C(=O)Nc3cccc(C(C)=O)c3)C2)c1 (stereo not drawn),?,2.9%,-11.9%
COc1cccc(N(C(=O)c2snc(C(N)=O)c2N)C(C(=O)NCC2CCCO2)c2ccc(F)cc2)c1 (stereo not drawn),?,3.3%[0.0935 µM],?
O=C1CS/C(=N/N=C/c2ccco2)N1Cc1ccc(F)cc1,-4.1%,nt,-27.4%
O=C(Cc1cccs1)Nc1nnc(-c2ccc(F)cc2)s1,12.7%,-3.1%,4.1%
CCC1CCC(N2CCN(c3ccccc3F)CC2)CC1 (stereo not drawn),?,nt,-28.3%
CCN(CC)CCCNC(=O)CCC(=O)Nc1ccc2nc(N3CCCCC3)cc(C)c2c1,-22.6%,3.5%,-10.1%
CCS(=O)(=O)c1nc2ccccc2n1Cc1ccccc1Cl,?,-1.1%,?
CCOc1ccc(-c2csc(/C(C#N)=C/c3ccc(Br)cc3)n2)cc1,-8.7%,-13.7%[12.3 µM],-17.1%
CN(C)C(=O)c1ccc(-c2ccc3ncnc(N(C)Cc4ccco4)c3c2)cc1,5.8µM*,nt,?
COC(=O)C1=C(C)N(C)C(=S)NC1c1cc(OC)ccc1OC (stereo not drawn),-20.3%,-4.6%,-6.1%
CCc1ccc(NC(=O)CSc2ccnc(=O)[nH]2)cc1,4.6%,5.2%,-19.2%
Cc1cc(O)ccc1-c1cccc2nccn12,-26.2%,nt,-5.8%
COc1ccc(CCN(C)C(=O)CNC(=O)c2ccc3c(c2)OCO3)cc1OC,-8.8%,2.3%,-3.3%
O=C(CCCSc1nc2ccccc2[nH]1)NC1CCCCC1,?,5.3%,29.1µM*
COc1ccccc1N1CCN(C2CCCN(C(=O)CCC(C)=O)C2)CC1 (stereo not drawn),-3.9%,nt,16.6%
C[C@@H](C(=O)Nc1cccc(S(=O)(=O)N2CCOCC2)c1)N1C(=O)C2CC=CCC2C1=O (stereo partly drawn),6.8%,4.3%,-20.4%
CC(C)(C)NC(=O)CN(Cc1ccc2c(c1)OCO2)C(=O)CNS(=O)(=O)c1ccc(F)cc1,9.8%,nt,-2.9%
Cc1ccc(C(CC(=O)N2CCCC2)c2ccccc2)c(O)c1C (stereo not drawn),-25.0%,0.0%,-28.1%
CC12c3ccccc3C(c3ccccc31)C1C(=O)N(Cc3cccnc3)C(=O)[C@H]12 (stereo partly drawn),18.4µM*,0.0%,?
COc1ccccc1OCC(=O)NCCc1nc2ccccc2[nH]1,-22.2%,3.9%,?
COc1ccc(-c2oc(=O)c3cc(OC)c(OC)cc3c2/C=C/c2ccc([N+](=O)[O-])cc2)cc1,?,1.2%,?
CCCCN(CC)C(=O)C1CCCN(c2ncnc3c2nc2n3CCCCC2)C1 (stereo not drawn),?,2.5%,20.6µM*
Cc1ccc2oc(C(=O)Nc3ccc(S(=O)(=O)N4CCCCCC4)cc3)cc(=O)c2c1,-24.2%,7.4%,-20.0%
CN(C)C(=O)c1ccc(/C=C/c2ccnc3ccccc23)cc1,?,nt,15.8µM*
O=C(c1ccc(OC2CCN(Cc3cccc(OCCO)c3)CC2)cc1)N1CCCC1,-2.3%,3.4%,12.3%
CCOC(=O)c1oc2ccccc2c1NC(=O)COc1ccc(F)cc1,?,5.2%,?
Cc1cc(C)c(S(=O)(=O)N2CCN(C(=O)c3ccc4c(c3)OCO4)CC2)c(C)c1,-20.4%,0.3%,?
Cc1cccc(-n2nc(CC#N)c(C#N)c2N)c1,-5.2%,5.7%,-29.4%
COc1cc(NC(=O)C2CC2)c(C(=O)O)cc1OC,-0.6%,2.9%,-21.7%
Cc1ccc(C)c(S(=O)(=O)N2CCN(C(=O)c3ccc4ccccc4n3)CC2)c1,?,0.3%,?
O=C(COc1ccc(F)cc1)Nc1ccc(S(=O)(=O)Nc2ncccn2)cc1,2.1%,5.0%[0.505 µM],0.4%
CCc1noc(C)c1C(=O)N1CCCC(CCC(=O)NCc2cccc(OC)c2)C1 (stereo not drawn),?,6.0%,?
O=C(NCCCN1CCN(c2cccc(Cl)c2)CC1)c1cccc(N2CCCC2=O)c1,?,4.2%[56.1 µM],?
CC(=O)c1c(O)c2ccccc2n(Cc2ccccc2)c1=O,-19.9%,nt,-23.6%
O=C(Nc1ccccc1)N1CCC(c2ccccc2)C1 (stereo not drawn),0.0%,2.0%,0.3%
COc1ccc(NC(=O)CN(C)C(=O)c2cc(-c3cccs3)nn2-c2ccccc2)cc1,?,0.1%,14.6µM*
CC(=O)Nc1ccc(S(=O)(=O)Nc2nc3ccccc3nc2Nc2ccc(N)cc2)cc1,2.7%,nt,-19.2%
O=C(COC(=O)c1cccs1)c1ccc2ccccc2c1,-29.7%,3.3%,-18.0%
O=C(CSc1ccc(-c2cccs2)nn1)Nc1cccc(F)c1,14.6µM*,2.6%,23.1µM*
Cc1ccc(C(=O)Nc2cccc(S(=O)(=O)N3CCCCC3)c2)cc1S(=O)(=O)N1CCOCC1,?,nt,?
CN(Cc1ccccc1)C(=O)CN1C(=O)c2ccccc2C1=O,-2.2%,nt,-14.5%
O=C(NCC(=O)N(c1cccc(F)c1)C(C(=O)NC1CCCC1)c1ccco1)c1ccco1 (stereo not drawn),14.4%,-3.7%,-14.1%
O=C(Nc1ccn(CCCNCC2CCCCC2)c(=O)n1)OCc1ccccc1,?,nt,?
CN1C(=O)C(O)(c2nnc(-c3ccccc3)o2)c2ccccc21 (stereo not drawn),4.8%,1.2%,8.7%
CC(C)CNC(=S)NNC(=O)c1csc2c1CCC(C)C2 (stereo not drawn),?,6.6%,20.6µM*
COC(=O)[C@]1(S(=O)(=O)c2ccccc2)C[C@@H]2ON=C(c3ccc(OC)cc3)[C@@H]2C1,-13.2%,nt,-18.7%
CC(C)CC(NC(=O)c1ccco1)C(=O)Nc1ccc2c(c1)OCCO2 (stereo not drawn),-26.4%,-2.0%,-17.9%
Cc1cc(C)cc(SCc2noc(C(=O)NC(C)C)c2C(=O)O)c1,3.6%,1.0%,?
CC1CCc2nn(CC(=O)NC3CCCC(C)C3C)cc2C1 (stereo not drawn),?,4.3%,?
NC(=O)c1cc[n+](CC(=O)c2ccc(NC(=O)c3ccccc3)cc2)cc1,?,-8.9%,?

More structures follow.
SMILES,DT40 TDP1 CPT,TDP1 inh,DT40 TDP1 no CPT
CCOC(=O)c1ccc(N2CCN(c3cc(Cl)ccc3C)CC2)c(NC(=O)Nc2ccc(OCC)cc2)c1,?,7.8%,13µM*
Cc1cc(-c2ccc(Br)cc2)n[nH]1,-1.8%,3.1%,9.0%
CC(C)(C)C(=O)Nc1nnc(CSCc2ccccc2F)s1,?,0.0%,?
COc1ccc(C)cc1NC(=O)c1cc(S(=O)(=O)NCCC2=CCCCC2)ccc1F,20.6µM*,0.0%,?
COc1ccc(CCNc2c3ccccc3nc3ccccc23)cc1OC,?,1.4%,20.6µM*
CC1(C(=O)N2CCCCC2)CCN1C(=O)c1ccccc1CCc1ccccc1 (stereo not drawn),?,nt,14.6µM*
COc1ccc(C(=O)NCCSc2ccc(C)cc2)cc1,0.1%,-3.1%,6.2%
O=C(NCC1CCCO1)c1ccc(CSCc2cccc(F)c2)o1 (stereo not drawn),-21.5%,5.3%,?
CCN(C(=O)C1CCCN(S(=O)(=O)c2c(C)noc2/C=C/N(C)C)C1)c1cccc(C)c1 (stereo not drawn),?,3.8%,?
COc1cccc(Nc2cc(N3CCOCC3)c3nonc3c2[N+](=O)[O-])c1,20.6µM*,-3.8%,18.4µM*
Cc1nc(SCC(=O)c2cccc([N+](=O)[O-])c2)n[nH]1,?,0.0%,?
O=C(CSc1nc2ccccc2c(=O)n1Cc1ccccc1)NCc1ccco1,-26.9%,3.1%,-24.6%
Cc1ccc(NC(=O)/C=C\C(=O)N(c2ccc(C(C)C)cc2)C(C(=O)NCc2ccco2)c2ccc(F)cc2)cc1 (stereo not drawn),14.6µM*,10.4%,18.4µM*
COc1ccc2cc3cc(C(=O)N4CCN(C5CCCCC5)CC4)oc3nc2c1,2.0%,5.0%,2.8%
COC(=O)c1sccc1NC(=O)Nc1ccc(C)cc1,-12.9%,-4.5%,15.2%
O=C(N/N=C/c1cc([N+](=O)[O-])ccc1O)Nc1ccccc1,?,8.4%,?
Cc1nnc(NC(=O)c2ccccc2F)s1,-10.9%,0.0%,-11.1%
COc1ccc(-c2noc(N3CCN(c4ccc(C)cc4)C(C)C3)n2)cc1OC (stereo not drawn),?,3.7%,16.4µM*
Cc1ccc(-n2cccn2)c([C@@H]2C[C@H]3CN(C)C(=O)[C@]34CCCN24)c1,-14.9%,nt,-3.0%
Cc1ccc(NC(=O)CCCNC(=O)c2ccc(Cl)cc2)cc1S(=O)(=O)N1CCCCC1,?,-4.1%,?
CC(=O)Nc1ccc(C2C(=O)c3ccccc3C2=O)cc1,-26.5%,nt,?
Cc1occc1C(=O)NNC(=S)NC(=O)COc1ccc(Cl)cc1Cl,?,8.6%,18.4µM*
CCC(C)(C)NCC(=O)Nc1ccc(OC(F)(F)F)cc1,-11.5%,5.7%,-16.7%
CC(C)c1nc(SCC(=O)NC2CCCCC2)c2ccccc2n1,0.3%,1.2%,?
CCc1ccc(OCC(O)Cn2c(N3CCCCC3)nc3c2c(=O)[nH]c(=O)n3C)cc1 (stereo not drawn),?,nt,?
N#Cc1ccc(COc2cccnc2[N+](=O)[O-])cc1,?,nt,-21.9%
CCn1ccnc1CN1CCc2c([nH]c3ccccc23)C1C(C)(C)C (stereo not drawn),?,5.4%,?
CCCS(=O)(=O)N1CCCC(C(=O)NCCCOC(C)C)C1 (stereo not drawn),-18.0%,2.5%,-6.9%
O=C(Cn1c(=O)n(-c2ccc(Cl)cc2)c(=O)c2c3c(sc21)CCC3)c1ccccc1,?,3.6%,?
CCOC(=O)C1CCCN(Cc2nc(N)nc(Nc3ccc(OC)cc3)n2)C1 (stereo not drawn),29.1µM*,8.7%,?
CCN(CC)S(=O)(=O)c1ccc(NC(=O)COc2nc3ccccc3nc2N2CCOCC2)cc1,-12.9%,7.7%,-4.5%
COC(=O)c1ccccc1N(C)S(=O)(=O)c1cc2c3c(c1)CCC(=O)N3CCC2,?,0.2%,?
CCCn1nnnc1NCc1cc(Br)ccc1OC,-7.9%,0.0%,16.9%
N#C/C(=C/c1ccc(Cl)cc1)NC(=O)c1ccccc1,-13.7%,3.4%,?
C[C@H](NC(=O)[C@@H]1CSC2c3ccccc3C(=O)N21)C(=O)NC1CCCCC1 (stereo partly drawn),-11.7%,0.5%,1.7%
COc1ccc(-c2cc(-c3ccc(C)cc3)nc(SCc3nnc(-c4ccccc4)o3)c2C#N)cc1OC,?,-3.1%,-29.5%
O=C(NN1C(=O)C2C3C=CC(C3)C2C1=O)c1ccncc1 (stereo not drawn),-5.1%,2.6%,-3.1%
Cc1c(C(=O)NCc2ccco2)sc(=O)n1Cc1ccc(S(C)(=O)=O)cc1,?,nt,?
O=C(COc1ccccc1F)Nc1nnc(SCc2cc(=O)c3ccccc3[nH]2)s1,?,2.7%,?
COC(=O)c1ccc(/C=N/N2CCN(Cc3ccccc3Cl)CC2)cc1,?,nt,?
CC1(C)C=Cc2c(ccc3c2OC[C@H](c2ccc(O)cc2O)C3)O1,13µM*,5.8%,?

A section from the list above, for reference:
SMILES,DT40 TDP1 CPT,TDP1 inh,DT40 TDP1 no CPT
N#Cc1ccc(COc2cccnc2[N+](=O)[O-])cc1,?,nt,-21.9%
CCn1ccnc1CN1CCc2c([nH]c3ccccc23)C1C(C)(C)C (stereo not drawn),?,5.4%,?
CCCS(=O)(=O)N1CCCC(C(=O)NCCCOC(C)C)C1 (stereo not drawn),-18.0%,2.5%,-6.9%
